Screening results: PubChem BioAssay, National Center for Advancing Translational Sciences (NCATS)
hERG WT inh: inhibitors of human wildtype KCNH2 potassium channel. Q12809. U2OS, BacMam KCNH2, thallium flux FluxOr; active compounds read low. activity change, % at 1.84 µM. 340,000 compounds, 0.37% hits;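 active = maximum activity change below -70%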
Target sequence (Q12809 whole entry, looked up): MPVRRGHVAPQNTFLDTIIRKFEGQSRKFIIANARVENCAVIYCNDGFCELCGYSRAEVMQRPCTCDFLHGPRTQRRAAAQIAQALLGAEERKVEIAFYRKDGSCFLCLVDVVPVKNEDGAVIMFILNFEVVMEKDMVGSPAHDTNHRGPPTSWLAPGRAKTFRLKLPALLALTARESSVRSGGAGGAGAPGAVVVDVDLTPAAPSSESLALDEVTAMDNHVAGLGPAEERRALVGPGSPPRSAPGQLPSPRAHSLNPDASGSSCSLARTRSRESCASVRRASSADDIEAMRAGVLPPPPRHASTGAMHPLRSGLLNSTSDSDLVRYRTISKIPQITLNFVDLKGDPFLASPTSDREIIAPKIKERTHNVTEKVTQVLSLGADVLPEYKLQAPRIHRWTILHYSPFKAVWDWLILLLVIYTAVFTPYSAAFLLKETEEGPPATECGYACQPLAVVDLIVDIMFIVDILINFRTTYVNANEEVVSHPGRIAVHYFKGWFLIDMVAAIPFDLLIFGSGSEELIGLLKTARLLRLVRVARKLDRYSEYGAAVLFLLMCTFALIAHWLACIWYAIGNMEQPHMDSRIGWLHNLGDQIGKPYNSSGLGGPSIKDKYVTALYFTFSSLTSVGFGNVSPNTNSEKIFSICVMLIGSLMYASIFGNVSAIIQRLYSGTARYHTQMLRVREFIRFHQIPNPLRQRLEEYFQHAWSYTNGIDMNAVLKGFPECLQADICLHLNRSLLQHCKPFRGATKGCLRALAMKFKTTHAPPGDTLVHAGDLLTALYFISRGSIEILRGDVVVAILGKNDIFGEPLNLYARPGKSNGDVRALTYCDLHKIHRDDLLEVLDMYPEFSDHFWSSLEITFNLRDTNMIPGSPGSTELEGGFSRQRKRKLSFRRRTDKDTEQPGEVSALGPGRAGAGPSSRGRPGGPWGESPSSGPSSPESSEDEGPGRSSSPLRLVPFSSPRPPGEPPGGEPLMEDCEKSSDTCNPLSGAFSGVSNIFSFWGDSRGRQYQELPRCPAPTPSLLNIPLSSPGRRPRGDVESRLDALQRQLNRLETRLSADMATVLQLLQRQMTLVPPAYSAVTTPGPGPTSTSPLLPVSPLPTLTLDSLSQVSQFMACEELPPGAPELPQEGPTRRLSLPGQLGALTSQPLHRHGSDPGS
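U2OS cells were transduced with wild-type KCNH2 virus (2.03 x 10^8 / mL) for 4 h at room temperature, then cultured overnight at 37 C. Thallium flux was read with FluxOr dye. Rate constants were normalized to DMSO controls.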
Active calls of the source: *. % is scaled to controls: 0 for no effect and ±100 for the full control effect. These rows are one share of the data; rates above refer to the full screens.

SMILES | hERG WT inh
CCOC(=O)c1c(C)[nH]c(C)c1C(=O)COC(=O)/C=C/c1cccc([N+](=O)[O-])c1 | -11
Cc1ccc(S(=O)(=O)N(C)C[C@H]2OCCCC[C@H](C)Oc3ccc(NC(=O)Nc4cccc5ccccc45)cc3C(=O)N([C@@H](C)CO)C[C@H]2C)cc1 | -4
c1ccc(NN=C(c2ccccc2)c2cccs2)cc1 | 2
CC(C)(C)OC[C@H](NC(=O)c1[nH]cnc1C(=O)Nc1ccccc1F)C(=O)OC(C)(C)C | 2
CCCCCCN1C[C@@H](n2cc(C3CC3)nn2)[C@H](O)C[C@@H]1c1ccccc1 | -10
O=C(CCN1CCCCC1)Nc1ccc(F)c(F)c1 | -3
O[C@H]1C[C@H](c2ccccc2)N(CC2CCCCC2)C[C@@H]1n1cc(C2CC2)nn1 | -2
CC(C)(C)OC(=O)N1CCN(C(=O)c2ncn3c2c(=O)[nH]c2ccccc23)CC1 | -8
COc1ccc(S(=O)(=O)N2CCCCC2)cc1C(=O)NC1CCS(=O)(=O)C1 (stereo not given) | -13
COc1ccc(NC2CCCN(C(=O)c3ccccc3-c3ncc[nH]3)C2)cc1 (stereo not given) | -7
CSc1ncccc1C(=O)N1CCCC(Nc2ccc(F)c(F)c2)C1 (stereo not given) | -5
O=C1C=C(CCc2ccccc2)CCC1 | -3
CCN1C(=O)[C@H]2[C@@H](c3ccc(OC)cc3)N[C@]3(CCCN(Cc4ccco4)C3=O)[C@H]2C1=O | 0
CSc1nnc2sc3cc(C)ccc3n12 | -5
O=C(Nc1ccc(S(=O)(=O)Nc2ncccn2)cc1)c1cccc([N+](=O)[O-])c1 | -8
O=C(COC(=O)c1cccc(OC(F)F)c1)Nc1cc(S(=O)(=O)N2CCCC2)ccc1Cl | 17
Cc1nnc(N2C(=O)C(=O)/C(=C(/O)c3ccc4c(c3)OCCO4)C2c2cccc([N+](=O)[O-])c2)s1 (stereo not given) | -35
COc1cccc(-c2nnc(NC(=O)CCS(=O)(=O)c3ccc(F)cc3)o2)c1 | 4
Cc1noc(C)c1NC(=O)N(C)C[C@@H]1Oc2ncc(C#CC3CC3)cc2C(=O)N([C@@H](C)CO)C[C@@H]1C | -6
O=C(COC(=O)c1ccc(F)cc1F)Nc1ccc2c(c1)OCO2 | 0
CSc1ncnc2c1ncn2CCCNCc1ccc2c(c1)OCO2 | 2
COc1ccc(C(=O)Cn2c(NCCCO)nc3ccccc32)cc1 | -1
CSc1ncnc2c1ncn2CCCN[C@H](C)c1cccc2ccccc12 | 2
Cc1cnc(N)nc1-c1ccccc1 | 6
Cc1ccnc2nc(C(=O)OCC(=O)N(C)C3CCCCC3)nn12 | 9
(continued)
SMILES | hERG WT inh
COc1ccc(-c2cc3nc(-c4ccccc4)cc(N4CCN(C(=O)c5ccsc5)CC4)n3n2)cc1 | 6
C[C@H]1CN([C@@H](C)CO)C(=O)c2cc(Br)cnc2O[C@H]1CN(C)C(=O)C1CCC1 | -4
COc1cc(CNc2nc3ccccc3n2Cc2ccccc2)ccc1O | 17
NC(=O)c1nc2c([nH]c1=O)CCCC2 | -6
NC(=O)Cc1ccc(OCc2nn[nH]n2)cc1 | 8
N#Cc1cnc2nc1NCCCCCCC2 | -23
C[C@H]1CCCCO[C@@H](CN(C)S(=O)(=O)c2ccc(Cl)cc2)[C@@H](C)CN([C@@H](C)CO)C(=O)c2cc(NS(=O)(=O)c3ccccc3)ccc2O1 | 2
COC(=O)[C@H]1C[C@H](OC(=O)Nc2cccs2)[C@@]2(O)CN(S(=O)(=O)c3ccc(C)cc3)CC2[C@H]1C(=O)OC (stereo not given in full) | 4
Brc1ccc2c(c1)-c1ccccc1C1=NCCN12 | -2
Cc1ccc(S(=O)(=O)N2CCOCC2)cc1NC(=O)CSc1nnnn1C1CC1 | -4
CCOc1ccc(N(CC(=O)Nc2ccc(Cl)cc2)S(C)(=O)=O)cc1 | 3
CCOC(=O)C1(C)C(=O)CC2c3nc4ccccc4cc3CN2C1=O (stereo not given) | -8
FCc1nc2nc(Cl)c(Cl)nc2[nH]1 | -8
CSc1ncccc1C(=O)N1CCCC(N2CCN(c3ccccc3C)CC2)C1 (stereo not given) | 9
CCCCN1C(=O)C(CC(=O)NCCCCc2ccccc2)CC(C(=O)N(C)C)=C1C (stereo not given) | -5
CCN(CC)CCNc1ccc(CO)c2oc3ccccc3c(=O)c12 | 6
CC(C)(C)c1ccc(OCCCC(=O)Nc2nnc(C3CC3)s2)cc1 | 3
C[C@@H]1CC[C@H](Cc2ccc(-n3cccc3)cc2)N1C(=O)OC(C)(C)C | 4
Nc1cccc(OCCCCCOc2cccc(N)c2)c1 | -14
C#CCN(C[C@@H]1[C@@H](OC(=O)NC2CC2)[C@@H](OC(=O)NC2CC2)CN(C(=O)OC(C)C)N1C(=O)OC(C)C)S(=O)(=O)c1ccc(C)cc1 | 0
CC(=O)Nc1ccc2c3c(ccc([N+](=O)[O-])c13)CC2 | -10
COc1ccc(CN2CCN(Cc3c[nH]c4ccccc34)CC2)c(OC)c1 | 36
O=C(O)C1CCCN1c1nc(Cl)ccc1[N+](=O)[O-] (stereo not given) | -13
CC(=O)c1c(C)[nH]c(C(=O)OCC(=O)c2ccc(Br)cc2)c1C | -9
COc1cccc(CN(C)CCCn2cnc3c(OC)ncnc32)c1 | 2
Remaining list, next part
SMILES | hERG WT inh
CC(S(=O)(=O)c1ccccc1)S(=O)(=O)c1ccccc1 | 1
C[C@H]1CCCCO[C@@H](CN(C)C(=O)NC2CCCCC2)[C@@H](C)CN([C@@H](C)CO)C(=O)c2cc(NC(=O)Cc3ccccc3)ccc2O1 | 9
CC1=C(C(=O)N(C)C)CC(CC(=O)NCCc2ccccn2)C(=O)N1Cc1ccccc1 (stereo not given) | 1
C[C@H]1CN([C@@H](C)CO)C(=O)CCCn2cc(nn2)CO[C@@H]1CN(C)C(=O)Nc1ccc2c(c1)OCCO2 | -1
C[C@@H]1CCCCO[C@@H](CN(C)C(=O)c2ccccc2)[C@@H](C)CN([C@H](C)CO)C(=O)c2cc(N(C)C)ccc2O1 | -8
COc1ncnc2c1ncn2CCCNCC(c1ccccc1)c1ccccc1 | -5
Clc1ccccc1NN(Cc1ccncc1)c1ccccc1Cl | -1
Cc1nn(-c2ccccc2)c(C)c1C(=O)OCC(=O)Nc1ccccc1Cl | 3
CCOc1ccc(NS(=O)(=O)c2ccc(C(=O)NCC3CCCO3)cc2)cc1 (stereo not given) | 4
C/C=C/c1ccc2c(c1)O[C@H](CN(C)C(=O)NC1CCCC1)[C@H](C)CN([C@H](C)CO)S2(=O)=O | -12
O=c1c2ccc(F)cc2sn1-c1ccccc1 | 5
CC(C)(C)c1ccc(-n2ncc3c2CCCC3NC(=O)c2ccco2)cc1 (stereo not given) | -28
C[C@H]1CN([C@@H](C)CO)C(=O)c2cc(Br)cnc2O[C@H]1CN(C)S(=O)(=O)c1cccs1 | 1
CCOC(=O)/C(=C(/C)N)C1CC(=O)NC1=O (stereo not given) | -3
O=c1[nH]nc(-c2ccc[nH]2)[nH]1 | -9
Nc1ccccc1SC(CC(=O)c1ccccc1)c1ccc([N+](=O)[O-])cc1 (stereo not given) | 2
Cc1ccc(S(=O)(=O)N(C)C[C@@H]2Oc3ncc(Br)cc3C(=O)N([C@H](C)CO)C[C@@H]2C)cc1 | -15
COc1cc(C(C)=O)ccc1OCC(=O)NCc1ccccc1CN1CCCC1 | -7
C[C@@H]1CN([C@H](C)CO)S(=O)(=O)c2ccc(C#Cc3ccccc3F)cc2O[C@H]1CN(C)C(=O)c1ccc2c(c1)OCO2 | 8
CC1CCC(NC(=O)C(NS(=O)(=O)c2ccc(Br)cc2)C(C)C)CC1 (stereo not given) | 0
C[C@@H]1CN([C@H](C)CO)S(=O)(=O)c2ccc(Br)cc2O[C@H]1CN(C)C(=O)Nc1ccc(F)cc1 | -2
OCC1OC(n2cnc3c(SCc4ccccc4)nc(NO)nc32)C(O)C1O (stereo not given) | 12
CCCS(=O)(=O)c1nc(S(=O)(=O)c2ccc(C)cc2)c(N2CCCCC2)s1 | 8
CSc1ccccc1C(=O)OCC(=O)Nc1c(C)n(C)n(-c2ccccc2)c1=O | 4
CC(CN1CCN(CCOCCO)CC1)CN1c2ccccc2Sc2ccc(Cl)cc21 (stereo not given) | 0
(more compounds)
SMILES | hERG WT inh
C[C@@H]1CN([C@H](C)CO)C(=O)CCCn2nncc2CO[C@@H]1CN(C)S(=O)(=O)c1ccc(F)cc1 | -20
O=C1[C@H]2[C@@H](c3ccc(C(F)(F)F)cc3)N[C@]3(CCCN(Cc4ccc(Br)cc4)C3=O)[C@H]2C(=O)N1Cc1ccccc1 | -30
COc1ccc(CCNC(=O)CCCn2c(=S)[nH]c3cc4c(cc3c2=O)OCO4)cc1OC | -11
OC(c1ccccc1)c1ccccc1CN1CCCNC1=S (stereo not given) | -2
O=C(O)c1sccc1S(=O)(=O)N1CCCCC1 | -6
COc1cccc(N2CCN(C(=O)c3cccc(NC(=O)C4=C(C)OCCS4)c3)CC2)c1 | -16
CC(=O)Nc1ccc(NC(=O)CSc2nnc(NC(=O)c3ccccc3F)s2)cc1 | -1
COc1cc(Cc2cc(OC)c(O)c(OC)c2)cc(OC)c1O | -15
C[C@@H]1CN([C@H](C)CO)C(=O)c2c(c3ccccc3n2C)-c2ccccc2CO[C@H]1CN(C)S(=O)(=O)c1cn(C)cn1 | -3
Cc1cccc(NC(=O)CSCC(=O)Nc2cc(C(F)(F)F)ccc2N2CCOCC2)c1 | -14
COc1ccc(OC)c(C=NN=Cc2cc(OC)ccc2OC)c1 | 0
Cc1ccc([C@H]2N[C@]3(CCCN(Cc4cccn4C)C3=O)[C@H]3C(=O)N(C)C(=O)[C@@H]23)cc1 | 7
O=C1CC(=Nc2ccc([N+](=O)[O-])cc2)NN1c1c(Cl)cc(Cl)cc1Cl | -3
C=Cn1cc(CNC[C@H]2O[C@@H](n3cc(C)c(=O)[nH]c3=O)C[C@@H]2O)c(C)n1 | 9
Cc1nc(SCC(=O)N2CCCC2=O)c2c(C)c(C)sc2n1 | -90*
COc1ccc(C(=O)NCC2CCCO2)cc1S(=O)(=O)NCc1ccc(Cl)cc1 (stereo not given) | 17
COc1ccc(NC(=O)N(C)C[C@H]2Oc3ncc(C#C[C@@H](C)O)cc3C(=O)N([C@H](C)CO)C[C@H]2C)cc1 | -12
Cn1nc(C(=O)OCC(=O)NCc2ccc(Cl)cc2Cl)c2ccccc2c1=O | -10
CCc1ccc(/C=C2\SC(=S)N(CCCC(=O)NC3=NCCS3)C2=O)cc1 | 2
Cc1c(CC(=O)N2CCC(O)CC2)c(=O)oc2cc3c(cc12)CCC1(CCCCC1)O3 | 26
CCCCCC(=O)N1C[C@H](n2cc(-c3ccc(F)cc3)nn2)[C@@H](O)C[C@@H]1c1ccc(C)cc1 | 0
Cc1ccc(S(=O)(=O)NCc2ccccc2)cc1C(=O)N1CCN(S(=O)(=O)c2ccccc2F)CC1 | 7
CNC[C@H]1OCc2ccccc2-c2ccccc2C(=O)N([C@@H](C)CO)C[C@H]1C | -1
C[C@H](CO)N1C[C@H](C)[C@@H](CN(C)C(=O)Nc2cccc(F)c2)Oc2ncc(Br)cc2C1=O | -4
Cc1cnc(C2OCCO2)c2cccc(N)c12 | 5

An excerpt of these results, with tabs.
Compound	hERG WT inh
COc1ccc(S(=O)(=O)N2CCCCC2)cc1C(=O)NC1CCS(=O)(=O)C1 (stereo not given)	-13
COc1ccc(CCNC(=O)CCCn2c(=S)[nH]c3cc4c(cc3c2=O)OCO4)cc1OC	-11

Other compounds follow:
SMILES | hERG WT inh
c1ccc(-c2nnc3oc(-c4cccs4)nn23)cc1 | -5
CN(c1ccccc1)S(=O)(=O)c1cccc(NC(=O)CCNC(=O)c2ccco2)c1 | 4
CC1(C)CC(=O)C=C(c2cccc(OC(=O)c3ccc(-c4ccccc4)cc3)c2)C1=O | -142*
Cc1ccc(SCc2c(C(=O)N/N=C/c3cccs3)nnn2-c2nonc2N)cc1 | -10
Cc1ccccc1N1CCN(C2CCCN(C(=O)CSc3ccccn3)C2)CC1 (stereo not given) | 11
CCCn1c(SCC(=O)Nc2ccc(S(=O)(=O)N3CCOCC3)cc2)n[nH]c1=O | 1
C[C@@H]1CN([C@@H](C)CO)C(=O)CCCn2nncc2CO[C@H]1CN(C)C(=O)OCc1ccccc1 | -14
COc1ccc(S(=O)(=O)N2CCN(CC(=O)NC(C)c3cccs3)CC2)cc1 (stereo not given) | 4
C[C@H](CO)N1C[C@H](C)[C@@H](CN(C)Cc2ccc(C(=O)O)cc2)Oc2ncc(-c3ccc(C(=O)N(C)C)cc3)cc2C1=O | -6
O[C@H]1CN(CC2CCCCC2)[C@@H](c2ccccc2)C[C@@H]1n1cc(C2CC2)nn1 | -7

Of the compounds above, 14 contain an aryl thioether with sulfur outside any ring:
SMILES | hERG WT inh
CSc1ncccc1C(=O)N1CCCC(Nc2ccc(F)c(F)c2)C1 (stereo not given) | -5
CSc1nnc2sc3cc(C)ccc3n12 | -5
CSc1ncnc2c1ncn2CCCNCc1ccc2c(c1)OCO2 | 2
CSc1ncnc2c1ncn2CCCN[C@H](C)c1cccc2ccccc12 | 2
Cc1ccc(S(=O)(=O)N2CCOCC2)cc1NC(=O)CSc1nnnn1C1CC1 | -4
CSc1ncccc1C(=O)N1CCCC(N2CCN(c3ccccc3C)CC2)C1 (stereo not given) | 9
Nc1ccccc1SC(CC(=O)c1ccccc1)c1ccc([N+](=O)[O-])cc1 (stereo not given) | 2
OCC1OC(n2cnc3c(SCc4ccccc4)nc(NO)nc32)C(O)C1O (stereo not given) | 12
CSc1ccccc1C(=O)OCC(=O)Nc1c(C)n(C)n(-c2ccccc2)c1=O | 4
CC(=O)Nc1ccc(NC(=O)CSc2nnc(NC(=O)c3ccccc3F)s2)cc1 | -1
Cc1nc(SCC(=O)N2CCCC2=O)c2c(C)c(C)sc2n1 | -90*
Cc1ccc(SCc2c(C(=O)N/N=C/c3cccs3)nnn2-c2nonc2N)cc1 | -10
Cc1ccccc1N1CCN(C2CCCN(C(=O)CSc3ccccn3)C2)CC1 (stereo not given) | 11
CCCn1c(SCC(=O)Nc2ccc(S(=O)(=O)N3CCOCC3)cc2)n[nH]c1=O | 1
